Screening results (PubChem BioAssay)
SRC1 TRFRET art = TR-FRET detection interference compounds, primary screen, artefact control for PPARgamma SRC-1 recruitment agonists, biochemical, TR-FRET emission ratio; TR-FRET detection artefact counter-screen; hits give high values; TR-FRET ratio at 8 µM; 99,000 compounds, 0.34% hits; in the data active means TR-FRET ratio above about 2300; further: inactives centre near 1800
SRC3 TRFRET art = TR-FRET detection interference compounds, artefact control for PPARgamma SRC-3 recruitment agonists, biochemical, TR-FRET ratio. TR-FRET artefact counter-screen, PPARgamma/SRC-3 format; hits give high values. TR-FRET ratio at 8 µM. 99,000 compounds, 0.39% hits; in the data active means TR-FRET ratio above about 2000; further: inactives centre near 1600
An asterisk follows results filed as active. Only part of the results is shown; rates above refer to the full screens.

SMILES	SRC1 TRFRET art	SRC3 TRFRET art
O=S(=O)(/N=C(/Nc1ccccc1)C(F)(F)F)c1ccccc1	1567	1671
CCOC(=O)c1c(NC(=O)CSC(=S)N(C)C)sc(C)c1C	1850	1850
O=C(NN1C(=O)/C(=C\c2cccnc2)SC1=S)C(c1ccccc1)c1ccccc1	2060	1858
CCN1C(=O)/C(=C/C=C2/Sc3ccc4ccccc4c3N2CCO)SC1=S	1905	1376
COc1ccc(CNC(=O)CN(Cc2ccc(F)cc2)C(=O)c2csnn2)cc1	1948	1667
CCOC(=O)c1ccc(NC(=S)Nc2cccc(C)n2)cc1	1883	1643
O=C(Cn1c(C(F)(F)F)nc2ccccc21)OCC(=O)c1c[nH]c2ccccc12	1618	1588
CSc1ccc(/C=N/NC(=O)CN2CCN(Cc3ccccc3)CC2)cc1	1841	1751
COc1cccc(NC(=S)N(CCCN2CCCC(C)C2)Cc2cccs2)c1 (centres undefined)	1634	1580
O=C(NCc1cccnc1)c1cccc(S(=O)(=O)N2CCCCC2)c1	1690	1507
O=C(CN1CCOCC1)Nc1ncc(Cc2cccc(Cl)c2Cl)s1	1826	1695
c1ccc(-c2noc(CCC3CCCC3)n2)cc1	1710	1653
Cc1ccccc1-c1nc(CS(=O)(=O)CC(=O)NCCCN2C(C)CCCC2C)c(C)o1 (centres undefined)	1845	1513
Cc1ccc(C(=O)CNc2ccc(Cl)cc2)cc1	2037	1378
O=C(/C=C/c1ccc(Cl)cc1)NC1CCS(=O)(=O)C1 (centres undefined)	1912	1670
CC(C)N(Cc1cc2ccccc2[nH]c1=O)C(=O)c1ccco1	1556	1487
COc1ccc(OC)c(S(=O)(=O)Nc2cc(C(=O)O)ccc2N2CC3CC(C2)c2cccc(=O)n2C3)c1 (centres undefined)	2021	1548
Cc1ccc(NC(=O)CN(C)C(=O)C2COc3ccccc3O2)cc1 (centres undefined)	1738	1487
O=C(Nc1ccncc1)Nc1ccncc1	1608	1480
CC1CCN(CCOCCOc2ccc(Br)cc2Cl)CC1	1877	1502
CN1CCN(C(=S)Nc2cc(S(=O)(=O)N3CCOCC3)ccc2Cl)CC1	1863	1749
Cc1nc(CN(C)C(=O)c2ccccc2OC2CCN(S(C)(=O)=O)CC2)cs1	1574	1407
COc1ccccc1OCCNc1cc(N2CCCCC2)ccc1[N+](=O)[O-]	1798	1622
CC(=O)Nc1ccc(S(=O)(=O)N(Cc2ccccc2)c2ccccc2F)cc1	1579	1562
CC(=O)N(C)N1c2ccccc2CCc2ccccc21	1801	1823
COc1ccc(-c2cnnc(N/N=C/c3ccc(O)c(O)c3)n2)cc1	1850	1767
COc1ccc(C(=O)NCC(=O)N/N=C/C(C)=C/c2ccco2)cc1OC	1841	1629
Cc1ccc(-c2nc(N)sc2CC(=O)OCC(=O)NCCC(C)C)cc1	1912	1653
CCCc1nnc2c(N(C)S(=O)(=O)c3ccc(C)cc3)nc3ccccc3n12	1794	1537
CCOC(=O)c1nn(-c2ccc(F)cc2)c2nc(-c3ccccc3)c(C#N)c(=O)n12	1793	1669
CC(=O)c1cccc(N2C(=O)C3C(C(=O)Nc4cc(C)on4)C4(C)C=CC3(O4)C2C(=O)NC(C)(C)C)c1 (centres undefined)	1536	1783
Cc1nc(NC(=O)/C=C/c2ccc(F)cc2)sc1C(=O)N(C)C	1795	1651
Cc1ccc(C(F)(F)F)cc1NC(N)=S	1563	1358
Cc1cc(N2C(=O)C=CC2=O)c([N+](=O)[O-])cc1C	2108	1565
O=C1c2ccccc2C(=O)N1CCC(O)C[N+](=O)[O-] (centres undefined)	1937	1703
CCOC(=O)C1(Cc2ccccc2)CCN(Cc2cc(=O)c3ccccc3[nH]2)CC1	1612	1540
COC(=O)C(C)Sc1nc(N)c(NC(=O)c2ccco2)c(=O)[nH]1 (centres undefined)	1956	1702
COc1ccc(OC)c(NC(=O)Nc2cc(C(=O)O)ccc2C)c1	1863	1625
COc1ccc(/C=N/NC(=O)CCc2n[nH]c(=O)[nH]c2=O)cc1O	1717	1440
COc1ccc(-c2c(C)n([O-])c3c([n+]2=O)CCCC3)cc1OC	1839	1433
Cc1nn(C)cc1CN(C)C(=O)c1nn2c(c1Br)NC(c1cccs1)CC2C(F)(F)F (centres undefined)	1584	1653
COc1cccc(NC=C2C(=O)OC3(CCCCC3)OC2=O)c1	1827	1440
Nc1cccc(C(=O)Nc2ccc3nc(-c4cccnc4)[nH]c3c2)c1	2306	1587
CSCCC(NC(=O)c1cccc(C)c1)C(=O)OCC(=O)NC(=O)c1cccn1C (centres undefined)	1904	1643
Brc1ccc(-c2nnc3ccc(Nc4ccccc4)nn23)cc1	1660	1557

A portion from further up:
SMILES	SRC1 TRFRET art	SRC3 TRFRET art
Cc1cc(N2C(=O)C=CC2=O)c([N+](=O)[O-])cc1C	2108	1565
O=C1c2ccccc2C(=O)N1CCC(O)C[N+](=O)[O-] (centres undefined)	1937	1703
CCOC(=O)C1(Cc2ccccc2)CCN(Cc2cc(=O)c3ccccc3[nH]2)CC1	1612	1540

Continued.
SMILES	SRC1 TRFRET art	SRC3 TRFRET art
O=[N+]([O-])c1cc(C=Nc2ccc3ccccc3c2)ccc1Br	1741	1627
CCN(CC)C(=O)Oc1ccc2cc(Br)ccc2c1	2028	1786
CN(c1ccccc1)S(=O)(=O)c1ccc(C(=O)N2CCc3ccccc3C2)cc1	1711	1521
Cc1ccc(NC(=O)c2ccc(OC(=O)COc3cccc(Cl)c3)cc2)cc1	1721	1734
COc1c(O)c(O)c2oc(-c3ccccc3)cc(=O)c2c1OC	1892	1676
COc1ccc(C(=O)Nc2nc3c(s2)CCCC3)cc1S(=O)(=O)N1CCCc2ccccc21	2068	2089*
O=C(Cc1cccs1)N/N=C/C=C/c1ccco1	1707	1282
CCN1/C(=C2\C(=O)N(C)C(=S)N2C)C=Cc2cc(OC)ccc21	1809	1664
COC(=O)c1sccc1-c1ccc(C(N)=O)o1	1852	1813
O=C(NNC(=O)c1cccnc1SCc1cccc([N+](=O)[O-])c1)c1ccccn1	1951	1630
CCCc1nc2ccccc2n1CCc1ccccc1	1506	1544
COC(/C=C/Nc1ccc(Cl)cc1)=C(C#N)C#N	2189	1478
Cc1sc2nc(CN3CCC(C)CC3)nc(Cl)c2c1C	1630	1667
O=C(O)c1ccc(NC(=O)c2cn(-c3ccccc3)nc2-c2ccc(Cl)cc2)cc1	1933	1559
Cc1[nH]c(=O)[nH]c(=O)c1S(=O)(=O)N1CCCC(C(=O)NCc2ccccc2Cl)C1 (centres undefined)	2009	1481

Laid out differently: 2 of the compounds above.
Values run as follows: SRC1 TRFRET art | SRC3 TRFRET art
> O=C(NNC(=O)c1cccnc1SCc1cccc([N+](=O)[O-])c1)c1ccccn1
→ 1951 | 1630
> COc1c(O)c(O)c2oc(-c3ccccc3)cc(=O)c2c1OC
→ 1892 | 1676

Returning to the listing with the 6 entries that preceded the break.
SMILES	SRC1 TRFRET art	SRC3 TRFRET art
O=C(NNC(=O)c1cccnc1SCc1cccc([N+](=O)[O-])c1)c1ccccn1	1951	1630
CCCc1nc2ccccc2n1CCc1ccccc1	1506	1544
COC(/C=C/Nc1ccc(Cl)cc1)=C(C#N)C#N	2189	1478
Cc1sc2nc(CN3CCC(C)CC3)nc(Cl)c2c1C	1630	1667
O=C(O)c1ccc(NC(=O)c2cn(-c3ccccc3)nc2-c2ccc(Cl)cc2)cc1	1933	1559
Cc1[nH]c(=O)[nH]c(=O)c1S(=O)(=O)N1CCCC(C(=O)NCc2ccccc2Cl)C1 (centres undefined)	2009	1481
COC(=O)c1c(C(=O)OC)c(-c2cccc(Cl)c2)n2c1CS(=O)C2 (centres undefined)	1965	1568
COc1ccccc1C(=O)OCC(=O)Nc1cc(S(=O)(=O)N2CCOCC2)ccc1N1CCCC1	1761	1600
CCn1c(COc2ccccc2C)nnc1SCC(=O)OC	1701	1398
CC(C(=O)Nc1cccc([N+](=O)[O-])c1)N(c1ccccc1)S(C)(=O)=O (centres undefined)	1847	1732
CCOC(=O)c1ccc(NC(=O)/C=C/c2cccs2)cc1	1901	1701
O=C(CSc1ncccn1)Nc1cc(Cl)ccc1[N+](=O)[O-]	1692	1721
Cc1cc2c(c(/C=C/C(=O)c3ccccc3)c1)OC1(C=C2)Oc2ccccc2C(=O)N1C (centres undefined)	1923	1410
Cc1cccc(C)c1NC(=S)N(Cc1cccs1)C1CCCC1	1908	1694
S=c1[nH]nc(-c2ccncc2)n1/N=C/c1ccccc1	1938	1597
Cc1oc2cc(OCc3cnn(-c4ccccc4)c3)ccc2c(=O)c1Oc1ccccc1F	1741	1447
Cc1cc(CN(C)C(=O)CCc2nnc(Cc3cccc(C(F)(F)F)c3)o2)on1	1732	1610
O=C(COc1ccc(C(=S)N2CCOCC2)cc1Cl)Nc1ccccc1Cl	1717	1397
Cc1cc(/C=c2\sc3nc4ccccc4n3c2=O)c(C)n1-c1ccc(C(=O)O)cc1	1795	1736
CN(CCc1nc2ccc(Cl)cc2[nH]1)Cc1nc(CC2CC2)no1	1778	1621
CCOCCCNC(=O)C(NC(=O)Cc1c[nH]c2ccccc12)c1ccccc1 (centres undefined)	1690	1511
CCN(C(=O)CSc1ncccc1C(=O)O)C1CCCCC1	1691	1663
S=C(NCC1COc2ccccc2O1)Nc1ccc(Br)cc1 (centres undefined)	1816	1551
Nc1nc(SCC(=O)N2CCOCC2)[nH]c(=O)c1-c1ccccc1	1634	1690
COc1cc(CCN2C(=O)N[C@@H](CCc3ccccc3)C(C(C)=O)=C2C)cc(OC)c1OC	1871	1615
COc1ccc(-n2nc(C(N)=O)c(O)cc2=O)cc1	1777	1710
Cn1c(N)c(C(=O)COc2ccc(Cl)cc2Cl)c(=O)n(C)c1=O	1999	1656
COC(=O)CC1C(=O)NCCN1C(=S)Nc1cc(C)cc(C)c1 (centres undefined)	1664	1415
CCOc1ccccc1NC(=O)C1C2CCC3C(CCC21)C3(Cl)Cl (centres undefined)	1563	1529
CCCCc1nnc(NC(=O)CSc2nc(O)c(-c3ccccc3)c(=O)[nH]2)s1	1896	1573
O=C(NC1CCCCCC1)c1ccc(=O)n(Cc2ccccc2)n1	2088	1642
O=C1c2c([N+](=O)[O-])cc([N+](=O)[O-])cc2S(=O)N1Cc1ccccc1 (centres undefined)	1880	1555
CC(C)NC(=S)N/N=C/C1=CCC2CC1C2(C)C (centres undefined)	1898	1415
CC/C(O)=C1\C(=O)CC(C)(C)CC1=NCCc1nc2ccccc2[nH]1	1926	1535
O=C1OCCC1Sc1nc2ccccc2c(=O)n1Cc1ccccc1 (centres undefined)	1774	1474
CC1(C)SC(=Nc2ccccc2)N(S(=O)(=O)c2ccccc2)C1=O	1745	1665
CN(C)S(=O)(=O)c1ccc(Cl)c(C(=O)Nc2cccc([N+](=O)[O-])c2)c1	1744	1706
O=C(CO/N=C/c1ccc(OC(F)F)cc1)NCc1cccs1	1669	1556
CN(C)S(=O)(=O)c1ccc(C(=O)NCC(=O)N/N=C/c2cccs2)cc1	1938	1705
CC(C)(C)c1ccc(C(=O)OCC(=O)Nc2sc3c(c2C#N)CCC3)cc1	1710	1408
COc1cc(O)c2c(=O)cc(-c3ccccc3)oc2c1	1776	1596
CCOCC(=O)Nc1cc(C(=O)Nc2ccc(F)cc2)ccc1Cl	1710	1668
C/C(=C\c1ccc(C)o1)C(=O)c1c(C)cc(C)[nH]c1=O	1551	1449
CCN(Cc1ccccc1)C(=O)CN1C(=S)NC(C)(C)CC1C (centres undefined)	1766	1729
O=C(CSCc1ccccc1Br)N/N=C/c1ccc2c(c1)OCO2	1739	1614
CC(C)CN(Cc1c(O)ccc2ccccc12)CC(C)C	2181	1487
COc1ccc(CCNC(=O)COc2ccc(C)nc2[N+](=O)[O-])cc1	1809	1746
COc1cc([N+](=O)[O-])ccc1NC(=O)CSc1nc2ccccc2n1-c1ccccc1	1893	1769
CCOC(=O)/C(=C/c1ccc(F)cc1)NC(C)=O	1740	1689
CCCC(C)NC(=O)Cc1ccc(Br)cc1 (centres undefined)	1668	1609
COc1ccc(C(=O)C2CCCN(Cc3c[nH]c4ccccc34)C2)c(OC)c1 (centres undefined)	1589	1803
COc1cccc(CNC(C)(C)CO)c1OCc1ccc(Cl)cc1	1837	1689
COc1ccc(C(C)(C)C)cc1S(=O)(=O)n1ccnc1C	1860	1609
COc1ccc(-c2[nH]c(-c3ccccc3)nc2SCC(=O)Nc2nccs2)cc1	1701	1411
Cc1cccc(C(=O)NC2=NCCS2)c1	1843	1591
CNC(=S)Nc1ccc2[nH]c(=O)[nH]c2c1	1655	1745
CCOC(=O)c1cnc2ccc(OCC)cc2c1N(C)Cc1ccccc1	1701	1378
CCOc1ccc(CCNC(=O)c2ccc(CNS(=O)(=O)c3ccccc3)cc2)cc1OCC	1671	1499
O=C1CSC(c2ccc(Cl)cc2)N1Nc1nc(N2CCOCC2)nc(N2CCOCC2)n1 (centres undefined)	1642	1529
CC(C)c1ccc(NS(=O)(=O)c2ccc(Cl)nc2)cc1	1576	1486
COC(=O)c1c(NC(=O)CN2C(=O)NC3(CCc4ccccc4C3)C2=O)sc2c1CCCCC2 (centres undefined)	2013	1667
CCCCN1C(=O)c2ccc(C(=O)Nc3ccc(S(=O)(=O)N(C)C)cc3)cc2C1=O	1889	1825
CCOc1ccc2nc(Nc3nc4ccc(NC(C)=O)cc4s3)sc2c1	1858	1606
CCOC(=O)C1(CC2CCCCO2)CCN(C(=O)Nc2ccccc2CC)CC1 (centres undefined)	1780	1719
Cc1ccccc1NC(=O)CNc1ccc(Cl)c(C(F)(F)F)c1	1749	1438

Five records drawn at random from the list so far:
SMILES	SRC1 TRFRET art	SRC3 TRFRET art
COc1cccc(CNC(C)(C)CO)c1OCc1ccc(Cl)cc1	1837	1689
COc1cc(O)c2c(=O)cc(-c3ccccc3)oc2c1	1776	1596
COc1cccc(NC(=S)N(CCCN2CCCC(C)C2)Cc2cccs2)c1 (centres undefined)	1634	1580
S=c1[nH]nc(-c2ccncc2)n1/N=C/c1ccccc1	1938	1597
CC(=O)Nc1ccc(S(=O)(=O)N(Cc2ccccc2)c2ccccc2F)cc1	1579	1562
